# USP1-UAF1 inh = Inhibitors of USP1/UAF1: Primary Screen | AID 743255, 2014 | recombinant USP1/UAF1, Ub-Rhodamine cleavage fluorescence | Ubiquitin carboxyl-terminal hydrolase 1 (Homo sapiens), O94782 | actives 0.23% (n = 390,000) | Potency, µM (titrated, usually from 57.1 µM), without a hit: at the top dose activity change, negative = inhibition, usual class: inhibitors; note: potency is the fitted concentration of half-maximal effect; % is set by controls: 0 for no effect and ±100 for the full control effect; nearly all actives have a fitted effect of over 60% in size; inactives centre near -12
#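 USP1/UAF1 complex (1 nM) preincubated 15 min at room temperature with compound, then Ub-Rho substrate (150 nM final) added. Kinetic fluorescence at 480/540 nm over 6 reads at 60 s intervals; 50 mM HEPES pH 7.8, 0.5 mM EDTA, 0.1 mg/ml BSA, 1 mM TCEP, 0.01% Tween-20.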
# rTrxR1 inhibitor = qHTS Assay for Inhibitors of Mammalian Selenoprotein Thioredoxin Reductase 1 (TrxR1): qHTS; recombinant rTrxR1, NADPH fluorescence consumption, selenite substrate; Thioredoxin reductase 1, cytoplasmic (Rattus norvegicus), O89049; actives 1% (n = 390,000); Potency, µM (highest dose often 114 µM), without a hit: at the top dose activity change, negative = inhibition, actives largely listed as inhibitors; AID 588453, 2011; note: potency is the fitted concentration of half-maximal effect; % is set by controls: 0 for no effect and ±100 for the full control effect; nearly all actives have a fitted effect of over 65% in size
#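 Rat TrxR1 (90 nM in the dispensed reagent) was pre-reduced with 400 uM NADPH for 5 min at room temperature, then incubated with compound for 15 min. After 400 uM selenite was added, NADPH fluorescence (Ex 340/Em 450 nm) was followed for 8 min.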
# TrxR1 substrate = qHTS Assay for Substrates of Mammalian Selenoprotein Thioredoxin Reductase 1 (TrxR1): qHTS; purified TrxR1 substrate turnover, NADPH consumption readout; AID 588456, 2011; Potency, µM (top dose mostly 114 µM), for inactives: at the top dose activity change, negative = substrate turnover; Thioredoxin reductase 1, cytoplasmic (Rattus norvegicus), O89049; actives 0.01% (n = 390,000); note: potency is the fitted concentration of half-maximal effect; % is set by controls: 0 for no effect and ±100 for the full control effect; nearly all actives have a fitted effect of over 50% in size
#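 Rat TrxR1, dispensed at 90 nM, was prereduced with 400 uM NADPH (final) for 5 min at ~22 deg C, then incubated with compound 15 min before 400 uM selenite. A first-read NADPH fluorescence drop versus no-compound background flagged substrates.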
# TRHR PAM = qHTS for Small Molecule Agonists and Allosteric Enhancers of Human TRH Receptor: Primary Screen for Enhancers; Thyrotropin-releasing hormone receptor (Homo sapiens), P34981; TRHR cells, fluo-8 calcium fluorescence, EC20 TRH enhancement; enhancement, % at 2 µM; actives 0.66% (n = 360,000); AID 493056, 2011; in the data active = enhancement above about 30%; note: 0% is about no effect
# Target sequence (P34981 whole entry, looked up): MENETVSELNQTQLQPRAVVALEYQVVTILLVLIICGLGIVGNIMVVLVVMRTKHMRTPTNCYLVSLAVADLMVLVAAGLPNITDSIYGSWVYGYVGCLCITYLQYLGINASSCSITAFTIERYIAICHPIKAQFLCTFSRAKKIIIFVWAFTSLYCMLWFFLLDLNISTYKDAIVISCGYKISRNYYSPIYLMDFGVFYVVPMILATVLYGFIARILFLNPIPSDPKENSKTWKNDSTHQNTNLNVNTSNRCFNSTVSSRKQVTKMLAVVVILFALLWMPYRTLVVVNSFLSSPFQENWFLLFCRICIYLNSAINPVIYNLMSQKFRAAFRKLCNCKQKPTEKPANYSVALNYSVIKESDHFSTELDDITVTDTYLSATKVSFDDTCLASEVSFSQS
#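 TRHR-expressing cells loaded with fluo-8 calcium dye were read kinetically (ex 480/em 530) during compound addition, then stimulated with an EC20 of TRH (10 nM final). Enhancement of the Gq-mediated intracellular calcium response was scored.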
# D2 ag = HTS Assay for Allosteric Agonists of the Human D2 Dopamine Receptor: Primary Screen for Agonists. HEK293 T-REx D2 cells, calcium flux agonist mode. D(2) dopamine receptor (Homo sapiens), P14416. actives 0.53% (n = 340,000). activation, % at 2 µM;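 active = activation over 3 SD above normal in the single-dose calcium agonist read, cut at about 30% in these data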; note: 0% is about no effect
# Target sequence (P14416 whole entry, looked up): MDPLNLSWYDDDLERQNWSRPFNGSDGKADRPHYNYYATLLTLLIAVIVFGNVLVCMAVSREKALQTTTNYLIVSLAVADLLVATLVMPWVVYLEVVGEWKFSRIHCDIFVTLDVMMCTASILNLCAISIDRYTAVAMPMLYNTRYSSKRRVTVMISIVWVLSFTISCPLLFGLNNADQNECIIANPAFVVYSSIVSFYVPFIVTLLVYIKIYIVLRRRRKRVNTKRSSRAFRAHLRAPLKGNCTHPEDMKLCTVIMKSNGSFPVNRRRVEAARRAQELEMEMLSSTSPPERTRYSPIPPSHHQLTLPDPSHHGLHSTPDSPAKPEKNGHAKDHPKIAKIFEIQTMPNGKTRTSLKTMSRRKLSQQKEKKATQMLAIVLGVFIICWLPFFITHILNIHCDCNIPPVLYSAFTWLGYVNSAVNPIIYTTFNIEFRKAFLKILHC
#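 Tetracycline-induced HEK293 T-REx cells with force-coupled D2 receptor, plated overnight at 30 C, loaded with no-wash calcium dye. After a 10 s baseline, compound was pin-added and calcium flux read kinetically for 180 s; calcium rises flagged agonists.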
# TRHR agonist = qHTS for Small Molecule Agonists and Allosteric Enhancers of Human TRH Receptor: Primary Screen for Agonists; Thyrotropin-releasing hormone receptor (Homo sapiens), P34981; actives 0.18% (n = 360,000); TRHR cells, calcium flux fluo-8, FDSS agonist mode; activation, % at 2 µM; in the data active = activation above about 30%; note: 0% is about no effect
#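 In this calcium-flux screen, cells bearing human TRHR are dye-loaded with fluo-8, baselined for 10 cycles, then exposed to library compounds; positive kinetic calcium responses during the agonist phase mark hits, with TRH as control.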
# mIDH1 inhibitor = qHTS for Inhibitors of mutant isocitrate dehydrogenase 1 (IDH1): qHTS; AID 602179, 2012; IDH1-R132H enzyme, NADPH consumption, diaphorase/resazurin fluorescence; Potency, µM (doses to about 76.6 µM), without a hit: top-dose activity change, negative = inhibition, most hits filed as inhibitors; actives 0.093% (n = 390,000); Isocitrate dehydrogenase [NADP] cytoplasmic (Homo sapiens), O75874; note: potency is the fitted concentration of half-maximal effect; % is set by controls: 0 for no effect and ±100 for the full control effect; nearly all actives have a fitted effect of over 65% in size
#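 IDH1-R132H (0.5 ug/mL dispensed) in pH 7.5 Tris buffer was preincubated 30 min with compound, then given a substrate mix of 0.016 mM NADPH and 2 mM alpha-KG for 80 min at room temperature; remaining NADPH was read by diaphorase/resazurin fluorescence.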
# D2 antagonist = HTS Assay for Allosteric Antagonists of the Human D2 Dopamine Receptor: Primary Screen for Antagonists; D(2) dopamine receptor (Homo sapiens), P14416; HEK293 TREx D2 cells, calcium flux, dopamine EC80; inhibition, % at 10 µM; actives 2% (n = 340,000); in the data active = inhibition above about 30%; note: 0% is about no effect
#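 Overnight-induced (tetracycline, 30 C) HEK293 T-REx cells carrying force-coupled D2 receive a no-wash calcium dye, then compound, then EC80 dopamine at 180 s; signals are read kinetically throughout.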
# Pin1 inh = qHTS Assay to Find Inhibitors of Pin1; Potency, µM (doses to about 115 µM), for inactives: at the highest dose activity, negative = inhibition, usual class: inhibitors; actives 0.009% (n = 390,000); Pin1 FP peptide displacement, HiFluor488, 10 min; active = well fitted inhibition curve with a large enough effect in the polarisation, with a control signal flat, not every such curve was filed as active; inconclusive = small, poorly fitted or top-dose-only effect, or effect the other way, or a change in a side signal; inactive = no such curve, though single readings can be large or run the other way; the % refers to the polarisation; note: potency is the fitted concentration of half-maximal effect; % is set by controls: 0 for no effect and ±100 for the full control effect
# Target sequence (Q13526 whole entry, looked up): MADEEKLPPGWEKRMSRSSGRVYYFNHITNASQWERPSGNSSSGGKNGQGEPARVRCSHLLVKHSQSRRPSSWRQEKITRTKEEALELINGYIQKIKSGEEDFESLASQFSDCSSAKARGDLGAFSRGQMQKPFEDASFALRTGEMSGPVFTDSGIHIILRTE
# Numbers without * were called inactive; ? = inconclusive; nt = not tested or not shown; [ ] = dose if it differs, or a comment. Unless noted, calls come from the whole dose curve; as a rule, active = well fitted inhibition curve with a large enough effect; inconclusive = small, poorly fitted or top-dose-only effect; inactive = no such curve, though single readings can be large or run the other way. This is a subset; the hit share may differ from the screen's.
1: CCC(C)[C@H](NC(=O)N1CC(=O)Nc2ccccc21)C(=O)N1CCC[C@@H]1C(=O)O (some centres not stated)
2: CN(C[C@@H](CC1CCCCC1)N(C[C@H](Cc1ccccc1)N(CCc1ccccc1)N=O)N=O)N=O
3: Cc1cccc(C(=O)Nc2sc(-c3ccccc3)cc2C(=O)O)c1
4: NC(=O)CN1C(=O)C2C3c4ccccc4C(c4ccccc43)C2C1=O (configuration not stated)
5: Cc1ccc(C(=O)NCCCc2ccccc2)c(C)c1
6: COc1ccc(NC(=O)CN(C)S(=O)(=O)c2ccc3c(c2)CCCN3C(C)=O)cc1Cl
7: OC(COc1ccc(CN2CCCCO2)cc1)CN1CCCCC1 (configuration not stated)
8: CCc1cccc(C)c1NC(=O)Cn1ccn(-c2cccc(OC)c2)c(=O)c1=O
assay / entry	1	2	3	4	5	6	7	8
USP1-UAF1 inh	7%	-21%	?	-13%	-23%	?	1%	-13%
rTrxR1 inhibitor	5%	27%	-8%	-6%	11%[57.1 µM]	23%[57.1 µM]	12%[57.1 µM]	18%
TrxR1 substrate	2%	3%	2%	-9%	-7%	3%[57.1 µM]	-18%[57.1 µM]	-1%
TRHR PAM	1	-1	0	-2	5	0	3	2
D2 ag	1.5	0.6	-1.4	-0.1	0.9	-0.2	-1.8	-0.4
TRHR agonist	0.2	0.1	-0.4	-0.1	-0.3	-0.6	1.1	1.9
mIDH1 inhibitor	-6%	4%	17%	1%	2%	8%	7%	-17%
D2 antagonist	6	-1	1	6	-11	nt	7	nt
Pin1 inh	-1%	5%	?	1%	-3%	-4%	-9%	18%

# 4 compounds already listed, arranged by count of non-hydrogen atoms, high to low.
2: CN(C[C@@H](CC1CCCCC1)N(C[C@H](Cc1ccccc1)N(CCc1ccccc1)N=O)N=O)N=O
1: CCC(C)[C@H](NC(=O)N1CC(=O)Nc2ccccc21)C(=O)N1CCC[C@@H]1C(=O)O (some centres not stated)
4: NC(=O)CN1C(=O)C2C3c4ccccc4C(c4ccccc43)C2C1=O (configuration not stated)
7: OC(COc1ccc(CN2CCCCO2)cc1)CN1CCCCC1 (configuration not stated)
assay / entry	2	1	4	7
USP1-UAF1 inh	-21%	7%	-13%	1%
rTrxR1 inhibitor	27%	5%	-6%	12%[57.1 µM]
TrxR1 substrate	3%	2%	-9%	-18%[57.1 µM]
TRHR PAM	-1	1	-2	3
D2 ag	0.6	1.5	-0.1	-1.8
TRHR agonist	0.1	0.2	-0.1	1.1
mIDH1 inhibitor	4%	-6%	1%	7%
D2 antagonist	-1	6	6	7
Pin1 inh	5%	-1%	1%	-9%

# Continued.
9: Cc1cc(=O)n2nc(N3CCCC3C(=O)NCCCN3CCCCC3)sc2n1 (configuration not stated)
10: COC(=O)C1=C(C)N(C)C(=S)N(C)C1c1cccc(Br)c1 (configuration not stated)
11: CC(C)(C)Cc1cc(N)on1
12: COC(=O)CCCC1=CC2=C(c3ccccc3)C(=O)C(C)(OC(=O)C3CCCC3)C(=O)C2=CN1CCc1c[nH]c2ccccc12 (configuration not stated)
13: CCOc1cccc(C2C(C(=O)c3ccco3)=C(O)C(=O)N2c2nnc(C)s2)c1 (configuration not stated)
14: COc1ccc(Cn2c(=O)[nH]c3cc(C(=O)NC4CCN(Cc5ccccc5)CC4)ccc32)cc1
15: O=C(CC1(O)C(=O)N(CCc2ccccc2)c2ccccc21)c1ccco1 (configuration not stated)
16: COc1ccc(Nc2nc(CC(C)=O)ns2)cc1
assay / entry	9	10	11	12	13	14	15	16
USP1-UAF1 inh	5%	-8%	-10%	?	-18%	-11%	-3%	0%
rTrxR1 inhibitor	-8%	-50%	4%	-20%	?	7%	4%[57.1 µM]	?
TrxR1 substrate	-5%	-8%[57.1 µM]	4%	-3%	-17%	-4%	13%[57.1 µM]	-5%
TRHR PAM	0	-2	1	0	-5	2	-2	-2
D2 ag	0.5	-0.5	0.6	-0.6	17	-0.3	0.6	0.9
TRHR agonist	1.6	-0.9	-0.7	0.3	18	-0.2	-0.1	0.1
mIDH1 inhibitor	17%	3%	2%	-7%	9%	1%	13%	1%
D2 antagonist	-17	-6	9	17	10	75*	-14	10
Pin1 inh	-19%	-3%	4%	14%	?	-6%	1%	1%

17: Cc1cccc(NC(=O)COc2ccccc2C(=O)NC(C)c2ccccc2)c1 (configuration not stated)
18: CCOC(=O)C(=CNc1ccc(C)cc1C)C(=O)OCC
19: O=C(Nc1ccc(OC(F)F)cc1)c1ccccn1
20: CCc1ccc(NC(=O)CNCc2ccc(OC)c(OC)c2)cc1
21: CC(C)(C)OC(=O)C[C@@H]1C/C=C\C[C@@H](CC(=O)N(CCO)Cc2ccccc2)C(=O)NCCOC1=O
22: COCCn1c(Cc2ccccc2)nnc1SCC(=O)NC1CC1
23: CCOC(=O)C1CCN(S(=O)(=O)c2ccc(-c3nc4ccccc4s3)s2)CC1
24: Cc1ccc(-c2nc3ccccc3[nH]2)cc1NC(=O)COc1ccc(Cl)cc1Cl
assay / entry	17	18	19	20	21	22	23	24
USP1-UAF1 inh	-20%	-22%	-10%	-28%	-8%	-6%	-21%	-16%
rTrxR1 inhibitor	1%	16%	10%[57.1 µM]	?	16%	26%	-16%	21%[11.4 µM]
TrxR1 substrate	-3%	23%	9%[57.1 µM]	3%	0%	2%	7%[57.1 µM]	15%[11.4 µM]
TRHR PAM	0	-4	-7	-4	nt	2	12	7
D2 ag	49*	0.3	-0.4	1.9	nt	1.7	0.3	-1.3
TRHR agonist	2.9	0.2	-0.3	0.0	nt	0.4	0.4	-3.1
mIDH1 inhibitor	11%	5%	26%	15%	-16%	-4%	-2%	9%
D2 antagonist	-5	21	-8	0	nt	32*	-5	nt
Pin1 inh	-2%	?	-1%	1%	-6%	1%	14%	3%

25: CCOc1cc(-c2nc(-c3ccc(C)nc3OCC)no2)cc(OCC)c1OCC
26: CCCOc1ccc(C(=O)Nc2ccc(S(=O)(=O)Nc3onc(C)c3C)cc2)cc1
27: CCCCCCCCCCCCCCCC(O)C[N+](C)(C)CCO (configuration not stated)
28: CC(=O)c1ccc(OC(=O)c2cc3ccccc3oc2=O)cc1
29: CC(C)(C)c1ccc(SCC(N)=O)cc1
30: COC(=O)c1ccc2nccnc2c1
31: COCCNC(=S)NN=C1CCCCCC1
32: CC(C)COc1ccc(-c2nn(-c3ccccc3)cc2C(=O)Nc2nccs2)cc1
assay / entry	25	26	27	28	29	30	31	32
USP1-UAF1 inh	-9%	-12%	?	nt	-11%	-2%	-12%	-26%
rTrxR1 inhibitor	7%	3%	-20%	nt	6%[57.1 µM]	9%[57.1 µM]	0%	33%[activator]
TrxR1 substrate	9%	-3%	-9%	nt	-10%	-6%	-5%	13%
TRHR PAM	-3	1	nt	1	6	-1	-3	-2
D2 ag	-1.0	0.6	nt	-0.6	0.6	0.1	-0.2	0.6
TRHR agonist	0.6	0.3	nt	-0.2	0.0	0.0	0.6	1.6
mIDH1 inhibitor	0%	-4%	13%	nt	-1%	3%	-2%	8%
D2 antagonist	-9	12	nt	1	-8	1	0	-7
Pin1 inh	-1%	2%	19%	nt	7%	-4%	-3%	-1%

33: Cc1cc(Br)ccc1NC(=O)CCN1C(=O)c2ccncc2C1=O
34: O=C(O)CCC(=O)N1CCc2cc(S(=O)(=O)N3CCC(Cc4ccccc4)CC3)ccc21
35: Cc1ccc(S(=O)(=O)c2cc3ccccc3oc2=Nc2ccc3c(c2)OCCO3)cc1
36: CCCCNC(=O)c1onc(CSc2ccc(F)c(F)c2)c1C(=O)NCCCC
37: COc1ccc(-c2cn3ccsc3n2)cc1
38: CCN(CC)S(=O)(=O)c1cc(C(=O)Nc2cc(Cl)ccc2N2CCN(C)CC2)ccc1Cl
39: Cc1ccc(O)c(N=Cc2cc(Cc3ccccc3)cc([N+](=O)[O-])c2O)c1
40: COc1ccc(-c2csc(NC(=O)Cc3ccccc3)n2)cc1OC
41: COc1ccc(OC)c(CCNC(=O)c2cc3c(=O)n(C)c4ccccc4c3n2C)c1
42: S=c1nn[nH]c2ccccc12
assay / entry	33	34	35	36	37	38	39	40	41	42
USP1-UAF1 inh	-12%	-2%	-5%	-24%	0%	-5%	25µM*	-4%	?	-30%
rTrxR1 inhibitor	1%[57.1 µM]	6%[57.1 µM]	-17%	21%	-14%	-11%	-67%	15%	32%	?
TrxR1 substrate	6%	4%[57.1 µM]	-14%	1%	-4%	-11%	4%[57.1 µM]	4%	5%	-4%
TRHR PAM	-1	22	4	nt	28	2	-1	5	0	nt
D2 ag	-1.2	1.0	-0.9	nt	-0.5	-0.3	1.9	0.1	0.3	nt
TRHR agonist	-0.5	-1.1	0.0	nt	-0.4	0.4	1.9	0.0	0.4	nt
mIDH1 inhibitor	-6%	-18%	4%	14%	4%	-4%	-23%	1%	1%	-3%
D2 antagonist	14	34*	-6	nt	-10	4	-10	-15	nt	nt
Pin1 inh	-1%	4%	-9%	-1%	1%	2%	?	-5%	47%[activator]	7%

# Source: PubChem BioAssay (National Center for Advancing Translational Sciences (NCATS))
